MPTP block: mitochondrial permeability transition pore inhibitors, primary screen, biochemical, isolated mouse mitochondria, absorbance | inhibition, % at 10 µM | Ca2+ swelling absorbance, 30 min | hit rate 1.4% among 360,000;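 active = inhibition of 50% or more, scaled per plate between neutral and stimulator controls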;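 also: 0% = DMSO wells given calcium and 100% = 1 mM EGTA wells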
tim10-1 inh: growth inhibitors of tim10-1 mutant yeast, primary screen, luminescence, uHTS. S. cerevisiae tim10-1 ts strain growth, BacTiter-Glo, 24 h. inhibition, % at 20 µM. hit rate 2.2% among 330,000;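 active = inhibition of at least 40%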;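 also: mutant grown at 25 °C; 0% = DMSO wells with yeast and 100% = wells holding no yeast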
tim23-1 inh: growth inhibitors of tim23-1 mutant yeast, primary screen, luminescence, uHTS; hit rate 1.3% among 330,000; inhibition, % at 20 µM; S. cerevisiae tim23-1 growth, BacTiter-Glo luminescence, 24 h;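 active = growth inhibition of the mutant yeast at or above 50%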;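 also: temperature-sensitive mutant grown at 25 °C; plate controls were DMSO-treated mutant yeast for no effect and medium wells lacking yeast for full effect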
beta cell repl: inducers of MIN6 beta-cell proliferation, primary screen, ATP luminescence, uHTS; hit rate 0.29% among 330,000; MIN6 cells proliferation, ATPlite luminescence, 48 h; cells starved in 0.2% serum; 100% = growth in 10% serum; proliferation, % at 10 µM;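 active = compounds whose signal lies at least 3.5 SD above the mean of all wells on their plate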;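 also: 0% = DMSO-treated cells in low-serum medium and 100% = 10% serum control; some compounds called inactive have numbers as strong as hits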
APJ agonist: agonists of human apelin receptor APJ, primary screen, CHO-K1 cells, PathHunter beta-arrestin, luminescence; 0% DMSO wells, 100% apelin; hit rate 0.11% among 330,000; AID 2520, 2010; activation, % at 20 µM; P35414;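 active = activation more than six SD over the plate average, tested at 20 µM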;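 also: 0% = DMSO alone and 100% = apelin-13 at 10 nM; some results filed as inactive read as strong as hits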
Target sequence (P35414 whole entry, looked up): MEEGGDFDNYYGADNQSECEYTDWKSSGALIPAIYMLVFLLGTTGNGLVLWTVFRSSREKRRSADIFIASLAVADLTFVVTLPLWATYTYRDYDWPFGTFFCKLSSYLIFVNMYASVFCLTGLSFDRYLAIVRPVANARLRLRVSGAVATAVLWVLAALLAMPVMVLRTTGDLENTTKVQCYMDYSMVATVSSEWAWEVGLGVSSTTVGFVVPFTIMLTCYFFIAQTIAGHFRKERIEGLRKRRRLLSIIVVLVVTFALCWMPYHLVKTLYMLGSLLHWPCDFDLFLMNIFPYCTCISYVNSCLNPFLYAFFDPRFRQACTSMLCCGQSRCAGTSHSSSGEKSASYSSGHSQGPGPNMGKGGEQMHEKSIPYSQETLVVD
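Material: CHO-K1 APJ beta-arrestin complementation cell line; Input: cell density 1000 per well; Incubation: compound stimulation 90 min at 25 °C, detection 60 min; Signal: luminescence from split beta-galactosidase complementation, Galacton Star/Emerald II substrate; Controls: DMSO-only wells as negative, 10 nM Apelin-13 as positive control.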
APJ antagonist: antagonists of human apelin receptor APJ, primary screen, CHO-K1 cells, beta-arrestin complementation, luminescence; P35414; inhibition, % at 20 µM; hit rate 0.32% among 330,000; AID 2521, 2010;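 active = inhibition above about 40% at 20 µM, limit read from the data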;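 also: cells challenged with 10 nM apelin-13 agonist together with compound; plate controls were apelin-13 plus DMSO wells for no effect and DMSO wells lacking apelin-13 for full effect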
NLRP3 yeast inh: NALP3 inflammasome inhibitors in reconstituted yeast, primary screen, luminescence, uHTS | Yeast reconstituted NLRP3/ASC/caspase-1, beta-gal luminescence, 24 h | inhibition, % at 10 µM | hit rate 0.39% among 330,000 | AID 2825, 2010;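 active = inhibition of 50% or more; inactive = inhibition below 50%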;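 also: plate controls were induced DMSO wells for no effect and uninduced yeast grown without galactose for full effect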
NR3A LBD binder: binders of NR3A ligand-binding domain, primary screen, biophysical, differential scanning fluorimetry, uHTS; AID 1259313, 2017; Tm shift relative to glycine control, % at 25 µM; hit rate 2.5% among 340,000; Glutamate receptor ionotropic, NMDA 3A (GRIN3A) ligand-binding domain; NR3A LBD differential scanning fluorimetry, Tm shift; 0% = protein alone, 100% = glycine-bound protein;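 active = melting temperature shift of at least 10% of the positive control shift, at one fixed dose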
TIM10 inh: growth inhibitors of isogenic TIM10 control yeast, primary screen, counter-screen for tim10-1 yeast inhibitor project, luminescence, uHTS | S. cerevisiae TIM10 strain growth, BacTiter-Glo luminescence, 24 h | inhibition, % at 10 µM | hit rate 1.4% among 330,000 | AID 463195, 2010;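 active = inhibition of 40% or more at the single tested concentration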;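 also: wild-type TIM10 isogenic control strain grown at permissive 25 °C; 0% = DMSO yeast wells and 100% = minimal medium wells without yeast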
Numbers without * were called inactive.

How did COc1ccccc1/C=C/C(=O)Nc1ccc2c(c1)CCC2 do in these assays?
MPTP block: 1.6; tim10-1 inh: 22; tim23-1 inh: 36; beta cell repl: -1; APJ agonist: -2; APJ antagonist: -2; NLRP3 yeast inh: 27; NR3A LBD binder: 5; TIM10 inh: 39

Results for Cc1ncc(CO)c2cc(C(=O)Nc3ccccc3Cl)c(=Nc3cccc(C(N)=O)c3)oc12 ?
MPTP block: 0.2; tim10-1 inh: 16; tim23-1 inh: 0; beta cell repl: -2; APJ agonist: 4; APJ antagonist: 15; NLRP3 yeast inh: 15; NR3A LBD binder: -1; TIM10 inh: 4

How did COC(=O)C1=NN(C(=O)c2ccc(C)cc2)C(O)(c2ccc(Cl)cc2)C1 (centres undefined) do in these assays?
tim10-1 inh: 19; tim23-1 inh: 24; beta cell repl: -1; APJ agonist: -5; APJ antagonist: 6; NLRP3 yeast inh: 26; NR3A LBD binder: -10; TIM10 inh: 16

What do the screens show for `CCN(CC)S(=O)(=O)c1ccc2[nH]cc(C(=O)NCCc3ccccc3)c(=O)c2c1`?
MPTP block: 1.8; tim10-1 inh: -3; tim23-1 inh: 1; beta cell repl: 1; APJ agonist: 0; APJ antagonist: -20; NLRP3 yeast inh: 3; NR3A LBD binder: 1; TIM10 inh: -2

What do the screens show for `Cc1cccc(C(=O)N2CCNC(=O)C2CC(=O)Nc2cccc(Cl)c2)c1` (centres undefined)?
MPTP block: -2.0; tim10-1 inh: -5; tim23-1 inh: -3; beta cell repl: 6; APJ agonist: -4; APJ antagonist: 8; NLRP3 yeast inh: 9; NR3A LBD binder: -5; TIM10 inh: -5

How did Cc1ccc(-n2[nH]c(C)c(C=Nc3ccc(S(=O)(=O)Nc4nccs4)cc3)c2=O)cc1C do in these assays?
MPTP block: -0.1; tim10-1 inh: 10; tim23-1 inh: 16; beta cell repl: -5; APJ agonist: 0; APJ antagonist: 12; NLRP3 yeast inh: -4; NR3A LBD binder: 15*; TIM10 inh: 11

How did COc1ccc(-c2csc(-c3[nH]cnc3N)n2)cc1 do in these assays?
MPTP block: 0.6; tim10-1 inh: -11; tim23-1 inh: -7; beta cell repl: -3; APJ agonist: -2; APJ antagonist: -13; NLRP3 yeast inh: 15; NR3A LBD binder: -9; TIM10 inh: -12

Results for CC(C)N(C(=O)CSc1ncnc2sc(-c3ccccc3)cc12)C(C)C ?
MPTP block: 36; tim10-1 inh: 13; tim23-1 inh: 6; beta cell repl: -2; APJ agonist: -2; APJ antagonist: -3; NLRP3 yeast inh: 13; NR3A LBD binder: 1; TIM10 inh: 21

How did O=C(O)c1cc(-c2ccc(-c3ccc(F)cc3)o2)nc2ccccc12 do in these assays?
MPTP block: -1.9; tim10-1 inh: 17; tim23-1 inh: 8; beta cell repl: -4; APJ agonist: -6; APJ antagonist: 39; NLRP3 yeast inh: -3; NR3A LBD binder: 5; TIM10 inh: 9

Results for CSc1cccc(NC(=S)NC(=O)CCc2ccccc2)c1 ?
MPTP block: 0.9; tim10-1 inh: 23; tim23-1 inh: 45; beta cell repl: -6; APJ agonist: 43*; APJ antagonist: -108; NLRP3 yeast inh: 16; NR3A LBD binder: -11; TIM10 inh: 18

What do the screens show for `COc1cccc(N2CCN(C(=O)c3ccc(CS(=O)Cc4ccccc4Cl)o3)CC2)c1` (centres undefined)?
MPTP block: -2.1; tim10-1 inh: 21; tim23-1 inh: 11; beta cell repl: -4; APJ agonist: -1; APJ antagonist: -9; NLRP3 yeast inh: 21; NR3A LBD binder: -1; TIM10 inh: 15

Results for O=C(c1ccc(F)cc1)C1CCN(C(=O)c2ccccc2)CC1 ?
MPTP block: -1.5; tim10-1 inh: 2; tim23-1 inh: 11; beta cell repl: 3; APJ agonist: 0; APJ antagonist: 12; NLRP3 yeast inh: 22; NR3A LBD binder: 2; TIM10 inh: -8

Results for Cc1c(C(=O)Nc2ccccc2F)sc2ncn(CC(=O)N3CCCCC3)c(=O)c12 ?
MPTP block: 0.3; tim10-1 inh: 0; tim23-1 inh: -18; beta cell repl: -1; APJ agonist: -2; APJ antagonist: -4; NLRP3 yeast inh: 6; NR3A LBD binder: 4; TIM10 inh: -18

How did COc1ccccc1OCCCC(=O)Nc1nnc(C2CCCO2)s1 (centres undefined) do in these assays?
MPTP block: -1.2; tim10-1 inh: -11; tim23-1 inh: 2; beta cell repl: -1; APJ agonist: 0; APJ antagonist: 16; NLRP3 yeast inh: 8; NR3A LBD binder: -2; TIM10 inh: 1

How did O=C(CCc1ccc(S(=O)(=O)N2CCOCC2)cc1)N/N=C/c1ccc(F)cc1F do in these assays?
MPTP block: -0.6; tim10-1 inh: 6; tim23-1 inh: 15; beta cell repl: 1; APJ agonist: 0; APJ antagonist: 2; NLRP3 yeast inh: 4; NR3A LBD binder: -2; TIM10 inh: 0

How did CC(C)C(NC(N)=O)C(=O)NC1CCCCC1 (centres undefined) do in these assays?
tim10-1 inh: 1; tim23-1 inh: 1; beta cell repl: -1; APJ agonist: -1; APJ antagonist: -3; NLRP3 yeast inh: 16; TIM10 inh: 3

How did O=C(COC(=O)c1cc([N+](=O)[O-])ccc1NCCO)Nc1cccnc1Cl do in these assays?
MPTP block: -1.5; tim10-1 inh: 4; tim23-1 inh: 1; beta cell repl: -1; APJ agonist: -2; APJ antagonist: 1; NLRP3 yeast inh: 13; NR3A LBD binder: 6; TIM10 inh: 4

How did CCN(CC)C(=O)N1CCC(NC(=O)c2ccc(C(C)(C)C)cc2)CC1 do in these assays?
MPTP block: 0.6; tim10-1 inh: 29; tim23-1 inh: -36; beta cell repl: 0; APJ agonist: -2; APJ antagonist: 15; NLRP3 yeast inh: -6; NR3A LBD binder: 1; TIM10 inh: 15

What do the screens show for `CC(NC(=O)c1ccc(Cl)cc1)C(=O)NC1=NCCS1` (centres undefined)?
MPTP block: -0.6; tim10-1 inh: -12; tim23-1 inh: -5; beta cell repl: 0; APJ agonist: 1; APJ antagonist: 12; NLRP3 yeast inh: 8; NR3A LBD binder: 3; TIM10 inh: 2

Results for CCn1c(SCC(=O)Nc2cc(C)on2)nc2sc3c(c2c1=O)CCCC3 ?
MPTP block: 0.9; tim10-1 inh: -2; tim23-1 inh: -17; beta cell repl: -1; APJ agonist: 1; APJ antagonist: -19; NLRP3 yeast inh: 14; NR3A LBD binder: -1; TIM10 inh: -5

Grouped by structure: the entries above with a furan ring, fused or not
How did O=C(O)c1cc(-c2ccc(-c3ccc(F)cc3)o2)nc2ccccc12 do in these assays?
MPTP block: -1.9; tim10-1 inh: 17; tim23-1 inh: 8; beta cell repl: -4; APJ agonist: -6; APJ antagonist: 39; NLRP3 yeast inh: -3; NR3A LBD binder: 5; TIM10 inh: 9

What do the screens show for `COc1cccc(N2CCN(C(=O)c3ccc(CS(=O)Cc4ccccc4Cl)o3)CC2)c1` (centres undefined)?
MPTP block: -2.1; tim10-1 inh: 21; tim23-1 inh: 11; beta cell repl: -4; APJ agonist: -1; APJ antagonist: -9; NLRP3 yeast inh: 21; NR3A LBD binder: -1; TIM10 inh: 15

(cont.)
How did CC1CCCN(c2ccc(F)cc2N)C1 (centres undefined) do in these assays?
MPTP block: -3.0; tim10-1 inh: 1; tim23-1 inh: 26; beta cell repl: -3; APJ agonist: 0; APJ antagonist: -2; NLRP3 yeast inh: 7; NR3A LBD binder: 1; TIM10 inh: -5

How did CCOC(=O)c1c(C)oc2c1c(C(c1ccncc1)N1CCOCC1)c(O)c1ccccc12 (centres undefined) do in these assays?
tim10-1 inh: 32; tim23-1 inh: 43; beta cell repl: -5; APJ agonist: -1; APJ antagonist: -29; NLRP3 yeast inh: 13; NR3A LBD binder: 1; TIM10 inh: 26

How did Cn1cc(Br)c(C(=O)NC2CCCCC2)n1 do in these assays?
MPTP block: 0.3; tim10-1 inh: 2; tim23-1 inh: 15; beta cell repl: -2; APJ agonist: -4; APJ antagonist: 11; NLRP3 yeast inh: 20; NR3A LBD binder: -6; TIM10 inh: 7

How did COCc1cc(C)nc(SCc2ccccc2Cl)c1C#N do in these assays?
MPTP block: 1.0; tim10-1 inh: 20; tim23-1 inh: 10; beta cell repl: -4; APJ agonist: -3; APJ antagonist: -6; NLRP3 yeast inh: -16; NR3A LBD binder: -1; TIM10 inh: 6

Results for N[C@H]1C(O)O[C@H](CO)[C@@H](O)[C@@H]1O (some centres undefined) ?
MPTP block: -2.2; tim10-1 inh: -6; tim23-1 inh: -13; beta cell repl: -2; APJ agonist: 4; APJ antagonist: 7; NLRP3 yeast inh: -3; NR3A LBD binder: -1; TIM10 inh: -2

How did CCOC(=O)c1cnn2c(C(F)F)cc(C3CC3)nc12 do in these assays?
MPTP block: -4.8; tim10-1 inh: 3; tim23-1 inh: 2; beta cell repl: 4; APJ agonist: -2; APJ antagonist: 3; NLRP3 yeast inh: 6; NR3A LBD binder: 0; TIM10 inh: 9

Results for NC(=O)C1CCCN(C(=O)CN2C(=O)NC(c3ccccc3)(c3ccccc3)C2=O)C1 (centres undefined) ?
MPTP block: -1.3; tim10-1 inh: 6; tim23-1 inh: 18; beta cell repl: 3; APJ agonist: -3; APJ antagonist: 8; NLRP3 yeast inh: 14; NR3A LBD binder: 2; TIM10 inh: -1

What do the screens show for `O=S(=O)(/N=C(/NS(=O)(=O)c1ccccc1)c1ccccc1)c1ccccc1`?
MPTP block: -0.1; tim10-1 inh: 7; tim23-1 inh: 8; beta cell repl: -2; APJ agonist: -4; APJ antagonist: -11; NLRP3 yeast inh: -2; NR3A LBD binder: -2; TIM10 inh: -2

Results for CCOc1ccccc1OCC(=O)O ?
MPTP block: 0.1; tim10-1 inh: 2; tim23-1 inh: 6; beta cell repl: -3; APJ agonist: -4; APJ antagonist: 4; NLRP3 yeast inh: -4; NR3A LBD binder: -1; TIM10 inh: -20

Results for O=[N+]([O-])c1ccc(N2CCCCCC2)c(S(=O)(=O)N2CCCCC2)c1 ?
MPTP block: -0.8; tim10-1 inh: 48*; tim23-1 inh: 45; beta cell repl: -1; APJ agonist: -5; APJ antagonist: 16; NLRP3 yeast inh: 13; NR3A LBD binder: 3; TIM10 inh: 19

How did Cc1c(Br)c([N+](=O)[O-])nn1CCCC(=O)Nc1sc2c(c1C(N)=O)CCC(C)C2 (centres undefined) do in these assays?
MPTP block: 50; tim10-1 inh: 23; tim23-1 inh: 15; beta cell repl: 0; APJ agonist: -2; APJ antagonist: 11; NLRP3 yeast inh: 12; NR3A LBD binder: -7; TIM10 inh: 32

What do the screens show for `COc1ccc(-c2cc(C(=O)N3CCN(c4cccc(C)c4C)CC3)c3ccccc3n2)cc1OC`?
MPTP block: -1.4; tim10-1 inh: 6; tim23-1 inh: 12; beta cell repl: -7; APJ agonist: 2; APJ antagonist: -10; NLRP3 yeast inh: 5; NR3A LBD binder: 1; TIM10 inh: 0

What do the screens show for `CCN(C(=O)CSc1nnc2ccccn12)c1c(N)n(Cc2ccccc2)c(=O)[nH]c1=O`?
MPTP block: 1.7; tim10-1 inh: 1; tim23-1 inh: 10; beta cell repl: -1; APJ agonist: -1; APJ antagonist: -9; NLRP3 yeast inh: 15; NR3A LBD binder: -4; TIM10 inh: -9

Results for O=C(O)c1cn(Cc2cccnc2)c(=O)c2ccccc12 ?
tim10-1 inh: 11; tim23-1 inh: -1; beta cell repl: -3; APJ agonist: -3; APJ antagonist: -17; NLRP3 yeast inh: 16; TIM10 inh: -1
